Source: PubChem (several laboratories)
Rad51 HR inh: human RAD51 strand exchange inhibitors, primary screen, biochemical, fluorescence; 200,000 tested, 0.085% active; inhibition, % at 10 µM; hRad51 DNA strand exchange, fluorescence dequenching;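 active = inhibition above 40% at the single screening dose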;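 also: 0% = DMSO control wells and 100% = blanks with heterologous ssDNA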
Target sequence (Q06609 whole entry, looked up): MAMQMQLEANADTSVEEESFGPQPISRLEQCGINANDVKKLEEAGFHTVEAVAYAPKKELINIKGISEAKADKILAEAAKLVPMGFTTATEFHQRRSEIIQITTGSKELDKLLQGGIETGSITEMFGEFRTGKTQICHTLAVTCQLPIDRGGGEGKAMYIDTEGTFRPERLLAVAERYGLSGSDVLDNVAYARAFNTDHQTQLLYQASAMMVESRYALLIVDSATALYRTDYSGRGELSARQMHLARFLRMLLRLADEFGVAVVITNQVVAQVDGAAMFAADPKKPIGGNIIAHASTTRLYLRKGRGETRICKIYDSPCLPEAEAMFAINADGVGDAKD
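Test system – preformed human Rad51 ssDNA filaments · Reagent – Donor/quencher-labelled 47-bp dsDNA substrate · Incubation – 37 °C 15-min filament assembly, 30-min compound preincubation, 15-min exchange · Signal – FRET fluorescence dequenching, excitation 485 nm, emission 520 nm · Read-out – percent inhibition from fluorescence, normalised to plate control and blank means · Benchmarks – plate control and blank wells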
PERK inh: block of dimerizer-induced PERK translation repression, primary screen, PERK inhibitor project, CHO PERK-DD cells, SEAP luminescence, HTS. Eukaryotic translation initiation factor 2-alpha kinase 3 (Homo sapiens), Q9NZJ5. CHO PERK-DD fusion, SEAP luminescence translation reporter. inhibition, % at 5.6 µM. 220,000 tested, 0.17% active. AID 1416, 2008;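 active = inhibition above the mean inhibition of all tested compounds plus 3 SD, set separately per screening campaign, cut at about 2.9% in these data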;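 also: PERK kinase domain activated by AP20187 dimerizer at 100 nM; 0% = DMSO with dimerizer and 100% = rapamycin at 8.4 µM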
KLK5 inh: human KLK5 protease inhibitors, primary screen, biochemical, 1536-well. Kallikrein-5 (Homo sapiens), Q9Y337. recombinant hK5, fluorogenic AMC substrate cleavage. inhibition, % at 5 µM. 210,000 tested, 0.59% active;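 active = inhibition of 40% or more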;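 also: 0% = enzyme controls without compound and 100% = no-enzyme blanks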
Target sequence (Q9Y337 67-293 limits assumed): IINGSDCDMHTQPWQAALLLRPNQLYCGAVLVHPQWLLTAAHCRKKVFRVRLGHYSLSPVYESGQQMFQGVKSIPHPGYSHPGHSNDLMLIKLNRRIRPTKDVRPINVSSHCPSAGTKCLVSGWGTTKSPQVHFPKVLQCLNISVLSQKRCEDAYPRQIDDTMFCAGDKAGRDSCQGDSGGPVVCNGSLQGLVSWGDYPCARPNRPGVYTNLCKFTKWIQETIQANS
Furin inhibitor: human furin inhibitors, primary screen, biochemical, fluorescence intensity; P09958; purified furin, fluorogenic substrate cleavage; inhibition, % at 30 µM; 220,000 tested, 0.061% active; in the data active = inhibition above about 25%; also: inactives centre near -15
Thrombin inh: human alpha-thrombin inhibitors, primary screen, counter-screen for coagulation protease inhibitor project, biochemical, 1536-well, fluorogenic AMC substrate | Boc-VPR-AMC fluorogenic substrate cleavage | inhibition, % at 5 µM | 220,000 tested, 0.26% active | AID 1046, 2008;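 active = inhibition at or above 40%; inactive = inhibition below 40%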;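 also: 0% = enzyme with no compound and 100% = wells without enzyme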
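System: human alpha-thrombin protein; Compound dosing: one concentration per compound, 5 µM, with 0.2% DMSO; Timing: reaction at room temperature; Technique: AMC fluorescence, 355/460 nm; Controls: enzyme without compound as high, wells lacking enzyme as low.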
Calpain2 inh: inhibitors of pig calpain II, primary screen, biochemical, fluorogenic peptide substrate, 1536-well; purified calpain II, 30 min; 220,000 tested, 0.37% active; AID 1236, 2008; inhibition, % at 16 µM;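 active = inhibition above about 50%, limit read from the data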
FXIIa inh 1536: human FXIIa protease inhibitors, primary screen, biochemical, 1536-well | Coagulation factor XII (Homo sapiens), P00748 | purified FXIIa, Boc-QGR-AMC fluorogenic substrate, 2 h | AID 800, 2007 | inhibition, % at 5 µM | 220,000 tested, 0.3% active; in the data active = inhibition above about 40%;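 also: 0% = enzyme with no compound and 100% = blank without enzyme; many of its hits are not listed in these tables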
FXIa inh: human FXIa protease inhibitors, primary screen, biochemical, 1536-well; purified FXIa, Boc-Glu-Ala-Arg-AMC fluorogenic substrate; inhibition, % at 5 µM; 220,000 tested, 0.14% active;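 active = inhibition of at least 40%; inactive = inhibition below 40%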;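 also: fluorescence of freed AMC excited at 355 nm; 0% = enzyme without compound and 100% = no enzyme blank; many of its hits are not listed in these tables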
KCC2 mod: KCC2 cotransporter modulators, thallium flux, primary screen, cell-based, HEK293 KCC2, FluoZin-2 fluorescence, MLSMR. 190,000 tested, 2.2% active. AID 1456, 2008. KCC2 cells, thallium flux FluoZin-2 fluorescence. B-score of Tl+ flux slope (higher = more flux/activation; lower = inhibition) at 10 µM. Solute carrier family 12 member 5 (Homo sapiens), Q9H2X9;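 active = thallium flux slope and its plate-corrected score both differing from the plate sample mean at a set confidence after two filtering rounds, in either direction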;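 also: slope of fluorescence scaled to starting intensity during 10 to 20 s after thallium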
Starred values were filed as active, the others as inactive; i = inactive; / = not tested or not shown; [ ] = dose if it differs, or a comment. This is a subset, so the mix of outcomes need not match the whole.

Every second line gives: Rad51 HR inh	PERK inh	KLK5 inh	Furin inhibitor	Thrombin inh	Calpain2 inh	FXIIa inh 1536	FXIa inh	KCC2 mod
- COc1ccc(-c2nc3ccc([N+](=O)[O-])cc3o2)cc1
    26	0.7	-6	-5	-1	17	16	6	-0.011
- COc1c(F)c(F)c(C(=O)Nc2ccc(NC(=O)c3ccco3)cc2)c(F)c1F
    0	-0.3	-11	-19[20 µM]	-2	-32	17	2	-0.35
- O=C(CSc1nnc(-c2c[nH]c3ccccc23)o1)N(Cc1ccccc1)c1ccc(F)cc1
    4	-2.0	-19	-12[20 µM]	0	-46	7	2	0.98
- Cc1cccc(C)c1NC(=O)NN1C(C)CCCC1C (stereo unspecified)
    -7	1.9	-9	-22	-1	-1	1	-5	0.47
- COc1ccc2[nH]cc(CCn3ccc(O)c(C/C=C/c4ccccc4)c3=O)c2c1
    4	0.4	/	-23	2	-19	11	6	-1.7
- CC1(C)CC(CNCCC(c2ccc(F)cc2)c2ccco2)CCO1 (stereo unspecified)
    -18	0.2	5	-18	-7	16	3	0	-2.3
- COc1ccc(-c2cn3nc4c(nc3n2)CCCC4)cc1
    /	0.0	-32	-21[20 µM]	5	i	18	2	/
- CN(C)CC(=O)N1c2ccccc2Sc2ccc(Cl)cc21
    -24	-0.4	1	-18	-3	-8	7	-3	-0.93
- O=C(CCc1ccccc1)Nc1c(F)cccc1F
    5	-0.3	/	-6[20 µM]	/	/	/	/	-0.013
- CCOc1cc(C2NC(=O)NC(C)=C2C(=O)OCc2ccccc2)ccc1O (stereo unspecified)
    -6	-0.1	-21	-19	6	-10	9	-7	-1.3
- CCCCn1nc2cc(C(=O)NCC34CC5CC(CC(C5)C3)C4)ccc2c1OCC
    2	-1.4	-32	-9[20 µM]	2	-303	7	0	0.33
- Cc1cc(C)nc(SCC(=O)Nc2ncc3c(n2)CCCC3=O)n1
    -13	0.1	3	-18[20 µM]	-2	-6	6	1	-0.3
- O=C(Nc1ccccc1)OCc1cc(-c2ccc(Cl)cc2)on1
    /	3.1*	31	11[20 µM]	8	16	-6	-4	1.2
- C/C(=N\NC(=O)c1cccnc1)c1cccc([N+](=O)[O-])c1
    11	0.3	-17	-37	3	-16	0	-20	0.29
- CCCCOc1ccc(OCCNS(=O)(=O)N(C)C)cc1
    6	-0.1	-16	-25	-7	-5	14	4	/
- Cc1ccsc1/C=N/NC(=O)Cc1cc(=O)[nH][nH]1
    17	1.6	0	-1	-3	-10	6	2	/
- COCCNCC(=O)Nc1nc(C)cs1
    -7	-0.3	27	-10	14	19	102*	46*	-1.2
- CCOC(=O)c1c(C)[nH]c(=S)c(C#N)c1-c1ccc(Cl)cc1
    10	1.5	-13	-4	1	-17	7	5	11*
- NNC(=O)c1nn(-c2ccccc2)cc1O
    3	0.6	0	-21	8	i	10	-3	-0.54
- CCCn1c(CCC(=O)O)ccc1-c1cccs1
    -2	1.1	6	-15	4	-72	13	2	/
- COC(=O)c1ccc(COc2ccccc2/C=N/Nc2cccc(C(=O)O)c2)cc1
    /	0.3	2	-15	-3	-61	3	0	2
- O=C(c1ccc(Cl)cc1Cl)c1ncc(C(F)(F)F)cc1Cl
    -7	1.6	6	-33[20 µM]	4	-19	8	3	/
- O=C(N/N=C/c1ccco1)c1cccc([N+](=O)[O-])c1
    14	0.7	-12	-10	2	-4	10	8	0.58
- CCCCCCN(C(=O)CCCCCN1C(=O)NC(c2ccc(-c3ccccc3)cc2)C(C(=O)OCc2ccccc2)=C1C)C(C)C(=O)NCCCC (stereo unspecified)
    /	1.8	10	-11	1	24	31	20	0.73
- CC1CCCCN1S(=O)(=O)c1ccc(C(=O)Nc2sccc2C(N)=O)cc1 (stereo unspecified)
    13	-0.1	-17	-37	-6	2	7	0	-3.9*
- Cc1cc(C(=O)N2CCCc3ccccc32)no1
    -6	1.3	-3	-16[20 µM]	5	-19	14	2	0.032
- COc1cccc2cc(-c3n[nH]c(=S)n3C)oc12
    0	0.3	0	-22	-12	-402	7	-3	0.99
- CCOc1cc(CNCCO)ccc1OCC(=O)NC(C)(C)C
    -6	0.3	4	-10	-2	17	/	3	-0.75
- CC(C)(C)NS(=O)(=O)c1ccc(NS(C)(=O)=O)cc1
    -2	1.1	-12	-5[20 µM]	-1	-27	9	5	-0.44
- COc1ccc(NC(=O)Cc2c(Sc3ccccc3)c3ccccc3n2C)cc1
    3	-0.1	3	-5	0	24	5	-6	0.28
- COc1ccc(/C=N/NC(=O)c2ccccc2F)cc1CN1CCN(c2ccc(F)cc2)CC1
    4	-1.1	-14	-3	-7	7	14	9	-0.025
- COc1ccc(OC)c(NC(=O)CSc2nnc(CNC(=O)c3ccco3)o2)c1
    -9	-0.1	-8	-13[20 µM]	4	-11	19	7	/
- Cn1c(Cc2ccccc2)[n+](C)c2ccccc21
    3	-0.1	-2	-25	-6	-20	11	-6	0.00081
- O=C(O)CSc1cc(C(=O)c2ccccc2O)cn2c(=O)c3c(-c4ccccc4)csc3nc12
    4	-0.4	6	-29	-4	7	13	0	-2.5
- COC1=C(C)C(O)=C(C(=O)/C=C/c2ccccc2)C(=O)C1(C)C
    -8	/	0	-20	-7	-11	5	-1	0.1
- COc1ccc(N/C=C/C(=O)c2ccc(OC)c(OC)c2)cc1
    5	0.7	-4	-14	0	-4	11	0	-0.36
- CCOc1ccccc1NC(=O)Cn1c(C)cc(COC)c(C#N)c1=O
    8	-1.8	4	-7	6	-17	7	6	-1.6
- O=C(NCCN1CCOCC1)c1cnn2c1NC(c1cccs1)CC2C(F)(F)F (stereo unspecified)
    19	1.0	-1	-13	1	-27	8	-5	0.46
- N#C/C(=C\c1ccc[nH]1)C(=O)NCC1CCCO1 (stereo unspecified)
    -6	1.1	-1	2	-5	13	4	-1	/
- O=C(COC(=O)C1CCC(=O)N1)Nc1ccccc1Br (stereo unspecified)
    19	0.5	1	-12	-3	6	10	0	1.8
- Cc1nc(C#N)c(NCc2ccc3c(c2)OCO3)o1
    -1	0.5	-3	-2[20 µM]	3	-4	12	10	-0.036
- C/C(=N/NC(=O)c1cc(-c2ccc(Cl)s2)[nH]n1)c1ccco1
    /	0.3	-1	-17	9	18	12	3	10*
- COc1ccc(CCNC(=O)Cn2c(=O)[nH]c3ccsc3c2=O)cc1OC
    0	0.7	0	-37	-2	8	6	-4	0.34
- O=C(COC(=O)C1=COCCO1)Nc1ncc(C(F)(F)F)cc1Cl
    -7	-0.7	-12	-9	2	-16	14	0	0.47
- COc1ccc(OCCSc2nnc(-c3ccc(OC)cc3)n2N)cc1
    -3	0.5	-23	-22[20 µM]	-3	7	6	-6	-0.054
- COc1cccc(S(=O)(=O)Nc2cccc(C(=O)N3CCCCCC3)c2)c1
    4	0.3	-16	-26	-5	-4	7	0	-0.53
- CCc1ccc2[nH]c(=O)c(CN(CCN(C)C)C(=O)Nc3ccccc3OC)cc2c1
    4	-0.6	2	-9	-1	-14	11	-5	-0.021
- Cc1c(NC(=O)c2ccc(Br)o2)cccc1C(=O)O
    2	-0.1	6	-16[20 µM]	1	0	45*	19	/
- Cc1c(O)c2ccccc2oc1=O
    /	2.0	0	-24	-8	6	2	-2	0.054
- O=C(CSC1=NCCN1)NC(c1ccccc1)c1ccccc1
    -1	-0.5	-6	-8	-11	7	1	-7	1
- Cc1ccc(N(CC(=O)N2CCOCC2)S(C)(=O)=O)cc1C
    -1	0.7	-22	-13[20 µM]	3	-13	6	-9	0.054
- CCOc1ccc(N(CC(=O)NCc2ccc(F)cc2)S(=O)(=O)c2c(C)noc2C)cc1
    -5	0.1	3	-24	3	16	5	-9	/
- CCCCNC(=O)C1CC(=O)N(c2ccc(OC)cc2)C1c1ccc(OC)cc1 (stereo unspecified)
    7	-0.4	14	-31[20 µM]	-4	29	9	1	-0.099
- COc1ccc(CCNS(=O)(=O)c2ccc(C(=O)NCc3ccco3)cc2)cc1OC
    -9	-0.8	-21	-18[20 µM]	-9	-46	-5	-5	0.19
- O=C(CSc1cccc[n+]1[O-])NC1CCCCCCC1
    -4	0.0	2	-21	-5	-16	6	-3	-1.2
- CCOc1ccc(C(=O)NC2CCN(C(=S)NCc3ccco3)CC2)cc1
    7	0.3	-30	-1[20 µM]	3	25	32	17	/
- O=C(Nc1ccccn1)c1cc2cc([N+](=O)[O-])ccc2s1
    11	0.6	8	-18	-1	-1	11	20	-0.37
- O=C(Cn1[nH]c(=O)c2ccccc2c1=O)N1CC=C(c2ccccc2)CC1
    1	-0.4	-23	-2[20 µM]	-8	45	-5	-13	/
- CC(C)[C@H](NS(=O)(=O)c1ccc2c(c1)OCCO2)C(=O)OCC(=O)Nc1ccccc1
    -2	0.8	-19	-9	-4	13	12	9	-0.23
- Cc1ccc(S(=O)(=O)n2nc(-n3c(C)ccc3C)c3c(F)cccc32)c2ccccc12
    /	1.0	2	-22	-2	-26	9	2	0.94

Two compounds drawn at random from those above, as already listed:
Every second line gives: Rad51 HR inh	PERK inh	KLK5 inh	Furin inhibitor	Thrombin inh	Calpain2 inh	FXIIa inh 1536	FXIa inh	KCC2 mod
- O=C(COC(=O)C1=COCCO1)Nc1ncc(C(F)(F)F)cc1Cl
    -7	-0.7	-12	-9	2	-16	14	0	0.47
- O=C(CSc1cccc[n+]1[O-])NC1CCCCCCC1
    -4	0.0	2	-21	-5	-16	6	-3	-1.2
